TRb-SRC2 inh: disrupts binding of human TR beta to SRC2; P10828; TRbeta-SRC2 peptide binding, fluorescence polarization; receptor liganded with 1 µM T3; Potency, µM (series often up to 106 µM), inactives show at the highest dose activity change, negative = inhibition, actives largely listed as inhibitors; 0.065% of 280,000 active;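 note: plate controls were bound peptide for no effect and peptide without receptor for full effect; nearly all actives have a fitted effect of over 50% in size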
Target sequence (P10828 whole entry, looked up): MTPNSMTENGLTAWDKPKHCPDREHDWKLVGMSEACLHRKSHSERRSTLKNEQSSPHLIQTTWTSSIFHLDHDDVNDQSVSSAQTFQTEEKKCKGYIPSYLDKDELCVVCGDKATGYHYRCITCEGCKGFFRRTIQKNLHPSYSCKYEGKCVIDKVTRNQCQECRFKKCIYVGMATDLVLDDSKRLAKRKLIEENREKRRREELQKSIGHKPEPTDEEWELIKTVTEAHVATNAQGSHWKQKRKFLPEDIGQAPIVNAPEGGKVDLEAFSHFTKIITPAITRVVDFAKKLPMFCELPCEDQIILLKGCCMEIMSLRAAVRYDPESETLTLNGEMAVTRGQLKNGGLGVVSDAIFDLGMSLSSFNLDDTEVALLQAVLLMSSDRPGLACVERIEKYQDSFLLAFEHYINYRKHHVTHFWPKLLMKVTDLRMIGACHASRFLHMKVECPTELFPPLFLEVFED
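Assay buffer: 20 mM Tris-HCl, 100 mM NaCl, 10% glycerol, 1 mM EDTA, 0.01% NP-40, 1 mM DTT, 1 uM T3, 5% DMSO; TRb LBD 0.6 uM, Texas Red SRC2 20 nM; FP after 5 hr.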
TexasRed fluor: Texas Red fluorescence interference in TRb-SRC2 counter-screen | TRb/SRC2 Texas Red total fluorescence interference | Potency, µM (titrated, usually from 106 µM), for inactives: top-dose fluorescence change, negative = quenching | 0.29% of 280,000 active | AID 1479; active = well fitted curve in either direction with a large enough effect; inconclusive = small, poorly fitted or top-dose-only effect
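Flags fluorescent or light-absorbing compounds by total fluorescence, S + 2P, at 555 nm excitation and 632 nm emission. Mixture: 20 nM Texas Red SRC2 peptide, 0.6 uM human TRb LBD, 1 uM T3, 5% DMSO; compound exposure 5 h at ambient temperature.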
ALDH1A1 block: inhibitors of human aldehyde dehydrogenase 1A1; P00352; Purified ALDH1A1, NADH fluorescence, propionaldehyde substrate; Potency, µM (titrated, usually from 75.3 µM), for inactives: at the top dose activity, negative = inhibition, hits mostly inhibitors; 7.3% of 220,000 active; active = well fitted inhibition curve with a large enough effect, not every such curve was filed as active; inconclusive = small, poorly fitted or top-dose-only effect, or another doubt; inactive = no such curve, though single readings can be large or run the other way;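 note: plate controls were no enzyme wells and a reference inhibitor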
Target sequence (P00352 whole entry, looked up): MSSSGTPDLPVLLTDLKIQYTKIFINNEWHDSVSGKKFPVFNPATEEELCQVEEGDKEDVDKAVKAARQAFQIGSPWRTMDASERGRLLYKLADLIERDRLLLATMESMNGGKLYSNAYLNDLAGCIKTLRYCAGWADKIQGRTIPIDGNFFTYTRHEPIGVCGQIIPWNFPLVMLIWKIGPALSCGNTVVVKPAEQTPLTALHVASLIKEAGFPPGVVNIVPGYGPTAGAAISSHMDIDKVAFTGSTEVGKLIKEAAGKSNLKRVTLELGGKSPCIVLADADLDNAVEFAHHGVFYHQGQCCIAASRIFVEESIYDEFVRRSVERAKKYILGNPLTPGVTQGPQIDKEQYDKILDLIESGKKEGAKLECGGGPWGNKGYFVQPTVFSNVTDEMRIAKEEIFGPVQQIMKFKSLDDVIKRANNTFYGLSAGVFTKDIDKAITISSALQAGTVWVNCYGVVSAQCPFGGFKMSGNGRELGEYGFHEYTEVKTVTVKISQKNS
Tau fluor counter: counter-screen for tau fibril formation inhibitors. tau K18 P301L Alexa594 fluorescence, heparin fibrillization. AID 1463. Potency, µM (highest dose often 57.7 µM), for inactives: top-dose activity change, negative = decrease. 0.93% of 280,000 active; note: nearly all actives have a fitted effect of over 55% in size
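Human K18 P301L tau (15 uM unlabeled plus 0.24 uM Alexa 594-labeled, final) in 100 mM sodium acetate pH 7 was mixed with compound and 20 uM heparin and incubated 6 hr at 37 C.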
Tau fibril ThT: blocks human tau fibril formation measured by thioflavin T. 2.1% of 270,000 active. Potency, µM (doses to about 57.4 µM), inactives show at the highest dose activity, negative = inhibition, usual class: inhibitors. recombinant tau K18 P301L (four-repeat tau fragment), heparin-induced fibrillization, ThT fluorescence; note: nearly all actives have a fitted effect of over 55% in size
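Tau K18 P301L fragment (15 uM unlabeled plus 0.24 uM Alexa 594-labeled) in 100 mM sodium acetate pH 7 with compound, fibrillization induced by 20 uM heparin for 6 hr at 37 C. Thioflavin T (30 uM) added, fluorescence read after 1 hr (ex 450, em 510 nm).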
L3MBTL1 inh: inhibitors of human L3MBTL1 | Q9Y468 | AlphaScreen L3MBTL1–H3K9me1 peptide binding | Potency, µM (series often up to 57.1 µM), inactives show at the highest dose activity, negative = inhibition, usual class: inhibitors | 0.66% of 230,000 active | AID 485360; note: nearly all actives have a fitted effect of over 60% in size
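AlphaScreen proximity signal between nickel-chelate acceptor and streptavidin donor beads (final 10 ug/mL) reports binding of 50 nM L3MBTL1 to 75 nM biotin-H3 K9me1 peptide; complex incubated with compounds 30 min at room temperature; cefsulodin titration as control.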
GLA spleen mod: inhibitors or activators of human alpha-galactosidase in spleen homogenate; P06280; human spleen homogenate, 4MU-alpha-Gal fluorescence, 40 min; Potency, µM (titrated, usually from 80 µM), for inactives: at the highest dose activity change, negative = inhibition, usual class: inhibitors; 0.008% of 240,000 active; AID 2107;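 note: 0% = enzyme with vehicle and -100% = no enzyme basal signal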
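Inhibition or activation of alpha-galactosidase in human spleen homogenate is scored by 4-MU fluorescence after 40 min at 37C, pH 5.0, with 1 mM substrate. AC50s come from concentration-response fitted to the Hill equation.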
Tau fibril FP: tau fibrillization inhibition (FP); Potency, µM (top dose mostly 57.7 µM), for the others: at the highest dose activity, negative = inhibition, most hits filed as inhibitors; P10636; 0.39% of 280,000 active; AID 1468; K18 P301L tau heparin fibrillization, Alexa594 FP, 6 h; note: nearly all actives have a fitted effect of over 55% in size
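Human K18 P301L fragment (15 uM unlabeled plus 0.24 uM Alexa 594-labeled) in 100 mM sodium acetate pH 7 with compound, aggregation induced by 20 uM heparin for 6 hr at 37 C. ThT (30 uM) added for 1 hr, then Alexa 594 FP read.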
An asterisk follows results filed as active; ? = inconclusive; . = no result given; & = joins results of further samples; [ ] = remark or other dose. Unless noted, calls come from the whole dose curve; as a rule, active = well fitted curve in the direction sought with a large enough effect; inconclusive = small, poorly fitted or top-dose-only effect, or another doubt; inactive = no such curve, though single readings can be large; an effect the other way counts as inactive or inconclusive. Unless noted, % is set by controls: 0 for no effect and ±100 for the full control effect; potency is the fitted concentration of half-maximal effect. Not a hit list; about 8.5% have a hit in one of these screens.

compound	L3MBTL1 inh	ALDH1A1 block	Tau fluor counter	GLA spleen mod	TexasRed fluor	TRb-SRC2 inh	Tau fibril FP	Tau fibril ThT
Cc1cccc(-c2csc(NC(=O)c3cnccn3)c2C(=O)OC(C)C)c1	.	7%	-24%	1%	4%	-3%	-13%	-17%
C=CCOC(=O)N[C@@H](CCc1ccccc1)C(C(C)=O)C(C)=O	.	8%	-1%	0%	-1%	8%	6%	-6%
Cc1cc2ncn(CCCCOc3ccccc3)c2cc1C	.	-7%	-11%&-13%	-8%	-1%&-1%	0%&4%	7%&0%	?
O=C(Nc1ccccc1)NC1CCN(Cc2c(F)cccc2Cl)CC1	-4%	?	-9%	-2%	-1%	-6%	-2%	-6%
Cc1cc(C)cc(C(=O)NCC(=O)OCc2c(C)noc2C)c1	7%	3%	0%	4%	-18%	8%	5%	-2%
CN1CCN(/C=N/C2=C(C#N)C(c3ccccc3)C3=C(CC(C)(C)CC3=O)O2)CC1 (stereo unspecified)	3%	2%	-1%	-1%	1%	-8%	1%	-6%
O=S1(=O)CCN(C(CO)c2ccccc2)CC1 (stereo unspecified)	29%	1%	9%	-4%	1%	1%	2%	2%
OC(COc1ccc2cc(Br)ccc2c1)CN1CCOCC1 (stereo unspecified)	0%	6%	-4%	2%	0%	8%	3%	-4%
COC(=O)c1cc(C)nc(N)c1C#N	.	?	-6%	15%	-2%	-2%	0%	-7%
O=C1C2C3C=CC(C3)C2C(=O)N1/N=C/c1cn(Cc2ccc(F)cc2)c2ccccc12 (stereo unspecified)	-7%	25µM*	-20%	4%	-4%	-2%	-12%	-1%
CCCCOc1nnc(-c2ccc(OCC)cc2)c2ccccc12	.	.	-11%	.	1%	-1%	-11%	?
COC(=O)c1cc(Br)c(=O)n(-c2ccccc2OC)c1	2%	-2%	2%	12%	-3%	-6%	-3%	4%
COc1cccc2c3c(c(C)nc12)CCN3c1ccccc1	9%	5%	-5%	?	-3%	-5%	-2%	-5%
CC1(C)CC(=NO)CC(C)(C)N1	8%	18%	-1%	9%	0%	0%	0%	5%
Cc1cccn2cc(-c3ccc(S(=O)(=O)N4CCOCC4)cc3)nc12	-5%	?	-3%	-10%	-4%	1%	5%	-6%
OC(c1ccc(Cl)cc1Cl)C(Cc1cccnc1)n1cncn1 (stereo unspecified)	16%	7%	6%	-16%	-2%	-11%	-1%	18%
COc1ccc(NC(=O)C(NCC(C)C)c2ccccc2)cc1Cl (stereo unspecified)	.	1.4µM*	-9%	-10%	-2%	7%	5%	-3%
CCOC(=O)c1ccc(Nc2ncnc3c2cnn3C)cc1	-5%	?	-15%	2%	-1%	6%	-2%	-14%
CCCn1c(NCc2cc(C)ccc2O)nc2ccccc21	.	?	?	2%	-3%	-1%	5%	-15%
Cc1sc(/N=C/c2ccccc2O)c(C#N)c1C	.	10%	-9%	5%	0%	4%	12%	?
CN(c1ccccc1)S(=O)(=O)c1ccc(NC(=O)c2ccccc2)cc1	6%	-11%	?	-3%	-6%	5%	?	-5%
COc1cc(NC(=O)c2nnn(CC(=O)Nc3ccccc3)c2N)cc(OC)c1	.	.	-12%	.	1%	-2%	-7%	2%
CC(NC(=O)Nc1ccc(O)cc1)(C(F)(F)F)C(F)(F)F	?	-3%	?	1%	3%	35µM*	?	22µM*
CCC(Cc1ccccc1)NC(=O)CCS(=O)(=O)c1cc2c(cc1Cl)NC(=O)CO2 (stereo unspecified)	.	.	-17%	.	-17%	-2%	?	5%
CCOC(=O)CNC(=O)N1CCCN(S(=O)(=O)c2ccc3c(ccn3CC)c2)CC1	.	.	0%	.	4%	3%	-10%	1%
O=C1CCCN1CCC1CCCCN1Cc1nc(-c2cnccn2)no1 (stereo unspecified)	2%	8%	-10%	-2%	0%	2%	-5%	-9%
CCN=C(NCC)SC1CC(=O)N(c2cccc(OC)c2)C1=O (stereo unspecified)	2%	2%	-3%	-5%	1%	-16%	-3%	0%
COc1ccc(-n2c(CNC(=O)c3ccc(S(=O)(=O)N4CCCC4)cc3)n[nH]c2=S)cc1	-2%	10µM*	-2%	3%	1%	-1%	-1%	-13%
C=CCn1c(SCC(=O)NC2CC2)nc2sc(CC)cc2c1=O	5%	?	-7%	5%	-2%	-7%	-9%	-9%
COc1ccc(O)c(-c2cn[nH]c2-c2cccs2)c1	-4%[11.4 µM]	?	-8%	2%	0%	-5%	1%	-9%
O=C(COc1ccc(F)cc1)Nc1ccccc1OCc1cc(=O)n2ccccc2n1	.	.	-11%	.	-2%	-5%	-7%	-2%
Cc1nn(C)cc1/C=C1\CCC/C(=C\c2cn(C)nc2C)C1=O	.	28µM*	-2%	1%	-9%	-5%	2%	?
O=C(c1ccco1)n1nc(-c2ccccc2)nc1NCc1ccccc1Cl	.	.	-16%	.	1%	-4%	?	-8%
CCCCNc1c([N+](=O)[O-])cc(C)cc1[N+](=O)[O-]	?	?	-12%	2%	-2%	-7%	6%	?
O=C(CCn1c(=O)oc2ccccc21)Nc1ccon1	-3%	11%	1%	-3%	-1%	1%	-10%	-1%
O=C(CSc1nnc(CN2CCCCCC2=O)n1-c1ccccn1)NCC(F)(F)F	13%	7%	4%	5%	-1%	-11%	1%	5%
Cc1cc(OCc2ccc(F)cc2)nc(-c2ccccc2O)n1	39%[activator]	-3%	-17%	1%	1%	-2%	-15%	-14%
CCn1c(SCC(=O)Nc2nc(-c3ccc(C)cc3)cs2)nnc1-c1ccccc1O	-7%	6%	?	-4%	1%	1%	?	-10%
C=C(C)CSc1nnc(-c2cc(OC)c(OC)c(OC)c2)n1N	2%	?	-2%	-3%	0%	6%	-5%	2%
Cc1ccc2nc3c(cc(C(=O)NCC4CCCO4)c(=N)n3C(C)C)c(=O)n2c1 (stereo unspecified)	.	.	-11%	.	-4%	7%	-7%	?
Cn1c(SCC(=O)N2CCc3ccccc3C2)nnc1-c1cccs1	.	?	-1%	20%	-1%	-11%	-2%	-13%
c1ccc(-c2nc(NCc3ccco3)c3ccccc3n2)cc1	9%	?	?	10%	-1%	-7%	?	-17%
CC(C)CC(C)c1cc(N)nc2nc3ccccc3n12 (stereo unspecified)	25%	-3%	-3%	-1%	1%	-6%	-4%	-12%
COc1cccc(N2C(=O)C3NN=C(C(=O)CN4C(=O)c5ccccc5C4=O)C3C2=O)c1 (stereo unspecified)	11%	.	-14%	9%	-3%	0%	0%	-9%
C=CCn1c(COc2ccc(CC)cc2)nnc1SCC(=O)NC1CCS(=O)(=O)C1 (stereo unspecified)	.	-4%	-8%	5%	-8%	0%	5%	-13%
Cc1occc1-c1nnc(SCC(=O)NC(=O)NC(C)C)n1N	-13%	?	8%	-1%	-5%	7%	3%	11%
NC(=O)OC[C@H](O)COc1ccc(Cl)cc1	.	-6%[20.9 µM]	.	-7%[29.1 µM]	-2%[53 µM]	-8%[53 µM]	.	.
CC1=[N+](C)N(c2ccccc2)C(=O)C1N=Cc1ccccc1Cl (stereo unspecified)	-5%	6%	-1%	-3%	-2%	-6%	-1%	-1%
CC(Oc1cc(F)ccc1[N+](=O)[O-])C(=O)N(C)CC(=O)Nc1ccccc1C(F)(F)F (stereo unspecified)	.	5%	-2%	-1%	0%	-1%	5%	-4%
COc1ccccc1NC(=S)N1CCC(C(=O)c2ccc(F)cc2)CC1	.	5%	-17%	1%	0%	-6%	-6%	-16%
Cc1ccc(C(=O)CC(Nc2ccc(F)cc2)c2ccccc2)cc1 (stereo unspecified)	-10%	-6%	?	1%	-1%	3%	17%	-16%
CCC(=O)N1CCc2cc(S(=O)(=O)N(CC)c3cccc(C)c3)ccc21	.	10%	-3%	2%	0%	-6%	-2%	-4%
COc1ccc(C(=O)NCc2nnc(SCC(=O)N3CCc4ccccc43)n2C2CCCCC2)cc1	4%	22%	-6%	-1%	1%	-15%	-17%	-1%
NC(=O)CSc1ncc(-c2ccc([N+](=O)[O-])cc2)[nH]1	.	?	-16%	-1%	-5%	-1%	-5%	?
c1ccc(CCNc2nc(-c3ccccn3)nc3ccccc23)cc1	?	.	-20%	-1%	-1%	0%	-1%	-1%
COC(=O)c1ccc(NC(=O)NC(C)c2c(-n3cccc3)sc(C)c2C)cc1 (stereo unspecified)	.	.	?	.	3%	4%	18µM*	-2%
O=C(c1ccc(Cl)cc1)n1c(NCc2ccccc2)n[nH]c1=S	4%	?	6%	-2%	-6%	3%	5%	3%
COc1ccc(-c2csc3nc(C(C)C)oc(=O)c23)cc1OC	4%	3%	-2%	-11%	2%	-2%	-2%	-2%
CCN(CC)S(=O)(=O)c1ccc(-c2nnc(SCc3nnc(-c4ccccc4)o3)o2)cc1	7%	9%	3%	-4%	-2%	-12%	3%	12%
COc1ccc(S(=O)(=O)n2nc(OC(C)=O)cc2N)cc1	10%	0%	-11%	17%	-1%	-1%	-19%	?
Cc1ccc2oc(/N=C(\N)NC(=O)C(C)(C)C)nc2c1	-1%	0%	-13%	2%	-1%	-3%	-8%	-14%
